MEKK2mut PB1 HTS: signal of MEK5 binding to mutant human MEKK2 PB1 domain. bead flow cytometry, Alexa488-MEK5 binding to MEKK2 mutant. 0.35% of 290,000 active. percent response, % at 10 µM; in the data active = percent response above about 24%, passing the limit was not always enough; also: inactives centre near 1; some results filed as inactive read as strong as hits; reference of the scale not given here
HCV NS3 hel inh: HCV NS3 helicase inhibition | NS3 helicase DNA unwinding, Cy5 molecular beacon fluorescence | 0.56% of 290,000 active | inhibition, % at 10.9 µM;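 active = inhibition above the mean of all tested compounds plus 3 SD, set per campaign, cut at about 35% in these data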;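 also: 0% = DMSO wells and 100% = thioflavine S control wells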
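Assay system – hepatitis C virus NS3 helicase domain fragment enzyme · Buffer or medium – MOPS pH 6.5, MgCl2, DTT, Tween20, BSA · Reagent – Cy5/quencher beacon DNA duplex and ATP to start · Compound – single 10.9 µM dose · Timing – 1 h at 25 °C · Technique – Cy5 beacon fluorescence read at start and 1 h · Measure – % inhibition of unwinding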
NALP1 inh: NALP1 inhibition; S. cerevisiae NALP1/ASC/caspase-1 growth, X-gal OD620, 72 h; inhibition, % at 10 µM; 0.61% of 280,000 active; AID 2071; in the data active = inhibition mostly above about 24%, no sharp cut-off; inactive = mostly below about 32%; also: some compounds called inactive have numbers as strong as hits
MEKK2 WT-MEK5: raises or lowers MEK5 binding to wildtype human MEKK2 PB1 domain. bead flow cytometry, Alexa488-MEK5 binding to MEKK2 WT; actives lie on both sides. binding response (% of control), % at 10 µM. 1.1% of 290,000 active; in the data active = binding response below about 67% or above about 130%
UBC9 SUMO inh: inhibitors of human SUMOylation (UBC9). P63279. HTRF SUMOylation assay, SAE1/SAE2 + UBC9, in vitro. inhibition, % at 35 µM. 0.36% of 290,000 active; in the data active = inhibition above about 50%, passing the limit was not always enough; also: strong numbers were not always called active
Target sequence (P63279 whole entry, looked up): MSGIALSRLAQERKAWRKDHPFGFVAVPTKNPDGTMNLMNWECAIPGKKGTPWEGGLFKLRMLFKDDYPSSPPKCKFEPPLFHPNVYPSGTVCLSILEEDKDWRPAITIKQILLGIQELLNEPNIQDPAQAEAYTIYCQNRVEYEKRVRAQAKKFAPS
FID counter: fluorescent intercalator displacement, NS3 helicase counter-screen; DNA fluorescent intercalator displacement, fluorescence; inhibition, % at 7.9 µM; 0.17% of 290,000 active; AID 1845; in the data active = inhibition above about 37%;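 also: 0% = vehicle and 100% = reference compound; higher means more ethidium bromide displaced from hairpin DNA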
M18AAP inhibitor: PfM18AAP enzyme inhibition; recombinant PfM18AAP, H-Glu-NHMec fluorogenic cleavage; 1.2% of 290,000 active; inhibition, % at 7.35 µM;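 active = inhibition above the campaign mean inhibition over all tested compounds plus 3 SD, cut at about 28% in these data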;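 also: 0% = plate median of test compound wells and 100% = 2 mM ZnCl2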
IMP-1 inh: inhibitors of Pseudomonas aeruginosa IMP-1 metallo-beta-lactamase | 0.45% of 290,000 active | inhibition, % at 5.6 µM | AID 1556 | purified IMP-1, nitrocefin hydrolysis, epi-absorbance fluorescence;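 active = inhibition above the mean plus 3 SD of all compounds in the same screening run, cut at about 4.5% in these data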;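 also: 0% = IMP-1 with DMSO and 100% = DMSO wells lacking enzyme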
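system = purified recombinant IMP-1 beta-lactamase | amount = 0.2 nM IMP-1, as dispensed | medium = HEPES buffer pH 7.1 with ZnSO4 and Brij 35 | times = 25 °C, 15 min preincubation, 25 min reaction | detection = plate fluorescence quenching by hydrolysis product, ex 480/em 530 nm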
VIM-2 inhibitor: inhibitors of Pseudomonas aeruginosa VIM-2 metallo-beta-lactamase. purified VIM-2, nitrocefin hydrolysis, epi-absorbance fluorescence. inhibition, % at 5.6 µM. 0.89% of 290,000 active. AID 1527;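 active = inhibition above the mean of all tested compounds plus 3 SD, cutoff set per screening run, cut at about 7.5% in these data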;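 also: red hydrolysis product quenches plate fluorescence so inhibitors raise well fluorescence; 0% = enzyme with DMSO and 100% = DMSO without enzyme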
Active calls of the source: *; nt = no result given. Hits appear at their usual frequency; any-hit rate near 4.7%.

SMILES	MEKK2mut PB1 HTS	HCV NS3 hel inh	NALP1 inh	MEKK2 WT-MEK5	UBC9 SUMO inh	FID counter	M18AAP inhibitor	IMP-1 inh	VIM-2 inhibitor
CCN(CC)S(=O)(=O)c1cccc(-c2n[nH]c(=S)n2Cc2ccccc2)c1	-7.0	-2.2	-6.7	97.0	5.7	-32.6	12.4	-5.5	-0.8
N=c1c(C(=O)NC2CCCCC2)cc2c(=O)n3ccccc3nc2n1CC1CCCO1 (stereo not drawn)	0.0	-2.5	-4.2	95.0	20.8	-1.2	-2.3	-0.6	1.8
O=C(Nc1nc2ccccc2[nH]1)c1cccc(Cl)c1	5.0	-8.2	11.9	114.0	3.0	-7.0	-0.4	-2.6	-2.8
Cc1ccc(OCC(=O)Nc2ccc(S(=O)(=O)Nc3ccccn3)cc2)c(C)c1	0.0	-3.7	22.0	100.0	-10.0	-24.4	-1.3	-3.6	-2.3
Cc1nn(CCc2n[nH]c(=S)n2C)c(C)c1Br	5.0	0.8	-9.6	101.0	4.0	-2.4	7.5	-4.1	-3.8
O=C(CSc1ccc([N+](=O)[O-])cn1)Nc1ccc(N2CCOCC2)cc1	-2.0	-1.2	11.9	99.0	-2.1	-5.4	-3.5	-1.8	-2.5
O=C(COC(=O)c1ccc(O)cc1)Nc1cccc(S(=O)(=O)NC2=NCCCCC2)c1	-15.0	-9.4	15.8	92.0	24.9	-18.8	-10.6	-0.9	0.3
Cc1cccc2sc(NC(=O)c3ccc(Cl)s3)nc12	2.0	0.5	5.7	104.0	12.9	2.2	0.1	-4.5	-3.5
OCC[C@@H]1C[C@H](O)[C@@H](O)[C@]2(OCc3ccccc32)O1	-5.0	-3.1	15.6	100.0	1.6	-5.1	-8.8	-1.6	0.1
COC(=O)[C@@H](NC(=O)N1CCC(C)CC1)C(C)C	-38.0	-7.2	7.2	62.0	0.8	-1.7	-11.8	2.2	0.4
O=C(Cn1c(Cc2ccccc2)nc2ccccc21)NCc1ccc2c(c1)OCO2	23.0	-2.6	5.5	115.0	3.1	-5.2	-8.6	-0.8	-1.7
CC1CN(c2nc3c(c(=O)n(C)c(=O)n3C)n2Cc2c(F)cccc2Cl)CC(C)O1 (stereo not drawn)	1.0	5.7	-4.0	90.0	3.4	-15.8	3.0	-1.9	-2.1
O=C(COc1ccc(Cl)cc1)NCCN1CCCCC1	0.0	3.1	24.8	97.0	0.4	0.5	-16.7	-2.1	-0.3
COc1cc(OC)cc(C(=O)Nc2ccc([N+](=O)[O-])cn2)c1	-1.0	-1.7	31.7	91.0	-1.1	-0.1	0.8	-1.4	-0.3
COc1ccccc1-c1nc(NC(C)=O)n[nH]1	-5.0	2.9	2.8	94.0	10.5	4.4	3.3	-4.5	-4.4
CCCN1C2CCCC1CC(NC(=O)c1ccc(C(C)(C)C)cc1)C2 (stereo not drawn)	12.0	-12.1	19.6	113.0	-1.8	9.1	-1.6	-4.3	-2.2
Cc1ccc(-c2cc(C(=O)Nc3nccs3)c3ccccc3n2)c(C)c1	0.0	-9.0	-0.8	106.0	-21.3	-19.4	0.2	-3.9	-3.1
O=C(c1ccccc1)c1cccc[n+]1[O-]	1.0	-11.4	16.7	100.0	-1.3	-0.4	-0.7	-2.6	-1.8
CCC1=NN(C(=O)Cc2ccc(OC)cc2)C(O)(C(F)(F)F)C1 (stereo not drawn)	3.0	2.7	35.1	94.0	33.8	-8.5	2.4	-2.6	-2.5
COc1ccc(C)cc1S(=O)(=O)Nc1ccc2c(c1)OCCO2	3.0	2.0	30.3	98.0	6.2	-8.7	-12.1	-3.8	-2.8
CCn1c2ccccc2c2cc(NC(=O)Nc3ccc([N+](=O)[O-])cc3C)ccc21	-1.0	-0.1	nt	107.0	5.2	-1.6	1.1	-0.7	-0.9
Cc1nc(NCC2CCCO2)nc2c1C(=O)CC(C)(C)C2 (stereo not drawn)	-3.0	-0.4	4.2	97.0	-7.2	-6.8	-13.7	-0.2	-1.4
O=C(Nc1ccccc1Cl)c1ccc(=O)[nH]n1	8.0	-12.3	19.5	106.0	3.9	-1.1	-9.3	-1.9	-1.5
CC(=O)Nc1ccc(OCC(O)Cn2c(C)nc3ccccc32)cc1 (stereo not drawn)	10.0	19.9	3.2	106.0	-4.2	-0.6	2.1	-3.4	-0.3
CCN(CC(=O)Nc1ccc2c(c1)CCC2)Cc1nc2ccccc2c(=O)[nH]1	10.0	-4.7	28.2	134.0	14.4	-7.9	-3.3	-2.1	-2.9

Next section
SMILES	MEKK2mut PB1 HTS	HCV NS3 hel inh	NALP1 inh	MEKK2 WT-MEK5	UBC9 SUMO inh	FID counter	M18AAP inhibitor	IMP-1 inh	VIM-2 inhibitor
COc1ccc(NC(=O)CCn2c(=S)[nH]c3ccccc3c2=O)cc1OC	-3.0	10.1	29.8	96.0	7.1	-19.9	13.5	-3.6	-3.0
O=C(/C=C1\C(=O)Nc2ccccc21)/C=C1\C(=O)Nc2ccccc21	-19.0	54.5*	1.1	89.0	8.9	-8.3	13.8	-0.9	-0.1
Cc1ccc2[nH]c(=O)c(C3C(C#N)=C(N)Oc4c3ccc3cccnc43)cc2c1 (stereo not drawn)	1.0	-0.4	11.3	97.0	27.0	-39.4	10.7	-1.4	-1.0
CS(=O)(=O)N(CC(=O)O)c1ccc(Oc2ccccc2)cc1	6.0	1.1	1.7	103.0	13.3	-3.1	2.9	-1.6	-0.7
Cc1cc(C)c(C(=O)Cn2cnc3cc([N+](=O)[O-])ccc3c2=O)cc1C	-12.0	-4.2	-3.6	85.0	4.5	3.4	-5.1	-1.1	-0.5
COc1cc(OC)c(NC(=O)c2cccc(F)c2)cc1Cl	3.0	-0.3	27.0	106.0	12.7	-0.5	-0.8	-4.9	-3.8
COc1ccc(NC(=O)N2CCCC(c3nc(-c4ccc(OC)cc4)no3)C2)cc1 (stereo not drawn)	5.0	-1.9	2.6	88.0	-12.5	-1.2	-6.3	-2.1	-1.9
Cc1ccc(C(=O)NC2CCCCCC2)o1	-4.0	4.0	7.0	98.0	-7.7	-0.2	6.1	-2.6	-3.2
Cc1ccc(CNC(=O)CNC(=S)N(Cc2ccccc2)Cc2ccccc2F)cc1	-1.0	-2.9	-2.3	103.0	-20.9	-22.1	-7.9	-3.8	-3.9
CCc1ccc(NC(=O)N(CCCN2CCOCC2)C(C)c2cc3cccc(OC)c3o2)cc1 (stereo not drawn)	8.0	-44.3	-6.0	113.0	10.5	17.8	-10.4	-1.9	0.1
COC(=O)c1ccc2[nH]cc(CCO)c2c1	1.0	-1.3	28.2	100.0	15.3	-2.9	6.5	-4.1	-0.4
O=C(CSc1nnc(-c2ccco2)o1)NC(=O)Cc1ccccc1	3.0	12.3	-6.0	106.0	7.1	-0.4	11.1	-0.4	-2.2
COc1cccc(CN(C)Cc2cc(=O)oc3cc(O)c(Cl)cc23)c1	5.0	2.6	14.5	112.0	37.8	-15.7	-0.6	1.3	0.7
C=CCn1c(COc2ccccc2F)nnc1SCC(=O)Nc1cc2oc3ccccc3c2cc1OC	16.0	-7.5	nt	107.0	-23.0	-5.2	3.4	-3.0	-1.0
N#Cc1cc2c(ccc3ccccc32)oc1=O	-5.0	3.9	-4.1	103.0	26.8	-0.5	3.9	-3.3	-2.5
COc1cc(Cl)ccc1OCc1cc(C(=O)N(C)CC2CCCCO2)no1 (stereo not drawn)	1.0	-4.4	13.1	102.0	4.4	-42.9	-12.1	-1.3	-0.3
COc1ccc(OC)c2nc3c(cc12)CCC3	2.0	10.9	24.1	106.0	7.8	-5.9	-6.1	1.0	0.7
CCOc1ccc2nc(Cl)sc2c1	-2.0	-1.2	4.0	99.0	7.1	0.1	6.4	-5.2	-3.3
Cc1noc(C)c1CSc1nnc(-c2c[nH]c3ccccc23)n1-c1ccc(Cl)cc1	-8.0	-4.2	8.8	93.0	-0.3	-2.3	-6.4	-2.9	-4.2
NCCNC[C@@H]1COC2(CCCCCCCCCCC2)O1	4.0	-70.5	27.0	116.0	16.8	23.1	-12.2	-0.6	-1.6
COC(=O)c1ccccc1NC(=O)Cn1nc(C(F)(F)F)c2c1CCC2	3.0	2.3	10.1	98.0	7.9	-11.8	5.7	-1.9	1.6
CCN(CC)CCCN=Cc1c(O)n(-c2cccc(C)c2)c(=O)c2ccccc12	0.0	-3.1	5.8	104.0	35.2	-2.0	-9.2	-1.0	-0.5
CCOc1ccc(NC(=O)CCC(=O)NNC(=O)Nc2ccc(Cl)cc2)cc1	-6.0	6.9	10.9	89.0	8.9	-3.0	-9.4	-2.0	-1.8
O=c1c2c3c(sc2n2cnnc2n1-c1ccccc1)N(Cc1ccccc1)CCC3	4.0	0.2	1.7	107.0	24.5	-9.5	16.5	-0.8	1.4

As a working copy, some entries already given:
SMILES	MEKK2mut PB1 HTS	HCV NS3 hel inh	NALP1 inh	MEKK2 WT-MEK5	UBC9 SUMO inh	FID counter	M18AAP inhibitor	IMP-1 inh	VIM-2 inhibitor
COc1ccc(NC(=O)N2CCCC(c3nc(-c4ccc(OC)cc4)no3)C2)cc1 (stereo not drawn)	5.0	-1.9	2.6	88.0	-12.5	-1.2	-6.3	-2.1	-1.9
Cc1ccc(C(=O)NC2CCCCCC2)o1	-4.0	4.0	7.0	98.0	-7.7	-0.2	6.1	-2.6	-3.2
Cc1ccc(CNC(=O)CNC(=S)N(Cc2ccccc2)Cc2ccccc2F)cc1	-1.0	-2.9	-2.3	103.0	-20.9	-22.1	-7.9	-3.8	-3.9
CCc1ccc(NC(=O)N(CCCN2CCOCC2)C(C)c2cc3cccc(OC)c3o2)cc1 (stereo not drawn)	8.0	-44.3	-6.0	113.0	10.5	17.8	-10.4	-1.9	0.1
COC(=O)c1ccc2[nH]cc(CCO)c2c1	1.0	-1.3	28.2	100.0	15.3	-2.9	6.5	-4.1	-0.4
O=C(CSc1nnc(-c2ccco2)o1)NC(=O)Cc1ccccc1	3.0	12.3	-6.0	106.0	7.1	-0.4	11.1	-0.4	-2.2
COc1cccc(CN(C)Cc2cc(=O)oc3cc(O)c(Cl)cc23)c1	5.0	2.6	14.5	112.0	37.8	-15.7	-0.6	1.3	0.7
C=CCn1c(COc2ccccc2F)nnc1SCC(=O)Nc1cc2oc3ccccc3c2cc1OC	16.0	-7.5	nt	107.0	-23.0	-5.2	3.4	-3.0	-1.0
N#Cc1cc2c(ccc3ccccc32)oc1=O	-5.0	3.9	-4.1	103.0	26.8	-0.5	3.9	-3.3	-2.5
COc1cc(Cl)ccc1OCc1cc(C(=O)N(C)CC2CCCCO2)no1 (stereo not drawn)	1.0	-4.4	13.1	102.0	4.4	-42.9	-12.1	-1.3	-0.3
COc1ccc(OC)c2nc3c(cc12)CCC3	2.0	10.9	24.1	106.0	7.8	-5.9	-6.1	1.0	0.7
CCOc1ccc2nc(Cl)sc2c1	-2.0	-1.2	4.0	99.0	7.1	0.1	6.4	-5.2	-3.3
Cc1noc(C)c1CSc1nnc(-c2c[nH]c3ccccc23)n1-c1ccc(Cl)cc1	-8.0	-4.2	8.8	93.0	-0.3	-2.3	-6.4	-2.9	-4.2

From PubChem
